Yp Topo-I inh = blocks Yersinia pestis topoisomerase I activity; Y. pestis Topo-I cleavage product accumulation, plate reader; activity, % at 10 µM; hit rate 0.064% among 360,000; AID 504884; in the data active means activity above about 50%, passing the limit was not always enough; inconclusive means no clear call, values can overlap the other calls; further: inactives centre near 2
PfHsp40 yeast = compounds rescuing yeast from Plasmodium falciparum HSP40 toxicity. S. cerevisiae expressing PfHsp40, growth rescue, ATP luminescence. growth rescue, % at 12.5 µM. hit rate 0.68% among 340,000; in the data active means growth rescue above about 28%, passing the limit was not always enough; inconclusive means no clear call, values can overlap the other calls;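 further: yeast W303a lacking pdr1 and pdr3 grown in galactose medium; growth measured after three days at 30 °C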
BoNT-A LC inh2 = blocks Botulinum neurotoxin A light chain protease; inhibition, % at 10 µM; hit rate 0.17% among 360,000; multiplex microsphere protease substrate cleavage, flow cytometry; further: plate controls were buffer without enzyme for full effect and enzyme alone for no effect
PrPC TRFRET = reduces human prion protein on the cell surface | cell surface PrPC, TR-FRET read-out | inhibition, % at 13.8 µM | hit rate 0.43% among 370,000 | AID 720596; in the data active means inhibition above about 24%; further: 0% = median of the test wells and 100% = reference compound wells
BoNT-F LC inh = blocks Botulinum neurotoxin F light chain protease; hit rate 0.22% among 360,000; inhibition, % at 10 µM; Multiplex microsphere protease cleavage assay, flow cytometry; in the data active means inhibition above about 35%, passing the limit was not always enough; inconclusive means no clear call, values can overlap the other calls; further: plate controls were buffer without enzyme for full effect and enzyme alone for no effect
Anthrax LF prot = blocks Bacillus anthracis lethal factor protease; P15917; multiplex microsphere protease cleavage assay, LF; inhibition, % at 10 µM; hit rate 0.12% among 360,000; AID 588501; further: plate controls were buffer without enzyme for full effect and enzyme alone for no effect
CCHF vOTU inh = blocks the CCHF virus ovarian tumor domain protease. CCHFV vOTU protease, Pep-AMC fluorescence. inhibition, % at 11.5 µM. hit rate 0.55% among 370,000. AID 651958; in the data active means inhibition above about 30%; further: 0% = vehicle wells with enzyme and 100% = no enzyme wells
FadD28 binding = blocks FadD28 binding to the bisubstrate probe; fluorescence polarization; inhibition, % at 12.5 µM; hit rate 0.22% among 360,000; AID 588549; in the data active means inhibition above about 8.5%, passing the limit was not always enough; inconclusive means no clear call, values can overlap the other calls
TcdB inh = TcdB glycohydrolase inhibition; TcdB glycohydrolase enzymatic assay, plate reader; hit rate 0.24% among 350,000; inhibition, % at 9.99 µM; in the data active means inhibition above about 10%
Target sequence (P18177 whole entry, looked up): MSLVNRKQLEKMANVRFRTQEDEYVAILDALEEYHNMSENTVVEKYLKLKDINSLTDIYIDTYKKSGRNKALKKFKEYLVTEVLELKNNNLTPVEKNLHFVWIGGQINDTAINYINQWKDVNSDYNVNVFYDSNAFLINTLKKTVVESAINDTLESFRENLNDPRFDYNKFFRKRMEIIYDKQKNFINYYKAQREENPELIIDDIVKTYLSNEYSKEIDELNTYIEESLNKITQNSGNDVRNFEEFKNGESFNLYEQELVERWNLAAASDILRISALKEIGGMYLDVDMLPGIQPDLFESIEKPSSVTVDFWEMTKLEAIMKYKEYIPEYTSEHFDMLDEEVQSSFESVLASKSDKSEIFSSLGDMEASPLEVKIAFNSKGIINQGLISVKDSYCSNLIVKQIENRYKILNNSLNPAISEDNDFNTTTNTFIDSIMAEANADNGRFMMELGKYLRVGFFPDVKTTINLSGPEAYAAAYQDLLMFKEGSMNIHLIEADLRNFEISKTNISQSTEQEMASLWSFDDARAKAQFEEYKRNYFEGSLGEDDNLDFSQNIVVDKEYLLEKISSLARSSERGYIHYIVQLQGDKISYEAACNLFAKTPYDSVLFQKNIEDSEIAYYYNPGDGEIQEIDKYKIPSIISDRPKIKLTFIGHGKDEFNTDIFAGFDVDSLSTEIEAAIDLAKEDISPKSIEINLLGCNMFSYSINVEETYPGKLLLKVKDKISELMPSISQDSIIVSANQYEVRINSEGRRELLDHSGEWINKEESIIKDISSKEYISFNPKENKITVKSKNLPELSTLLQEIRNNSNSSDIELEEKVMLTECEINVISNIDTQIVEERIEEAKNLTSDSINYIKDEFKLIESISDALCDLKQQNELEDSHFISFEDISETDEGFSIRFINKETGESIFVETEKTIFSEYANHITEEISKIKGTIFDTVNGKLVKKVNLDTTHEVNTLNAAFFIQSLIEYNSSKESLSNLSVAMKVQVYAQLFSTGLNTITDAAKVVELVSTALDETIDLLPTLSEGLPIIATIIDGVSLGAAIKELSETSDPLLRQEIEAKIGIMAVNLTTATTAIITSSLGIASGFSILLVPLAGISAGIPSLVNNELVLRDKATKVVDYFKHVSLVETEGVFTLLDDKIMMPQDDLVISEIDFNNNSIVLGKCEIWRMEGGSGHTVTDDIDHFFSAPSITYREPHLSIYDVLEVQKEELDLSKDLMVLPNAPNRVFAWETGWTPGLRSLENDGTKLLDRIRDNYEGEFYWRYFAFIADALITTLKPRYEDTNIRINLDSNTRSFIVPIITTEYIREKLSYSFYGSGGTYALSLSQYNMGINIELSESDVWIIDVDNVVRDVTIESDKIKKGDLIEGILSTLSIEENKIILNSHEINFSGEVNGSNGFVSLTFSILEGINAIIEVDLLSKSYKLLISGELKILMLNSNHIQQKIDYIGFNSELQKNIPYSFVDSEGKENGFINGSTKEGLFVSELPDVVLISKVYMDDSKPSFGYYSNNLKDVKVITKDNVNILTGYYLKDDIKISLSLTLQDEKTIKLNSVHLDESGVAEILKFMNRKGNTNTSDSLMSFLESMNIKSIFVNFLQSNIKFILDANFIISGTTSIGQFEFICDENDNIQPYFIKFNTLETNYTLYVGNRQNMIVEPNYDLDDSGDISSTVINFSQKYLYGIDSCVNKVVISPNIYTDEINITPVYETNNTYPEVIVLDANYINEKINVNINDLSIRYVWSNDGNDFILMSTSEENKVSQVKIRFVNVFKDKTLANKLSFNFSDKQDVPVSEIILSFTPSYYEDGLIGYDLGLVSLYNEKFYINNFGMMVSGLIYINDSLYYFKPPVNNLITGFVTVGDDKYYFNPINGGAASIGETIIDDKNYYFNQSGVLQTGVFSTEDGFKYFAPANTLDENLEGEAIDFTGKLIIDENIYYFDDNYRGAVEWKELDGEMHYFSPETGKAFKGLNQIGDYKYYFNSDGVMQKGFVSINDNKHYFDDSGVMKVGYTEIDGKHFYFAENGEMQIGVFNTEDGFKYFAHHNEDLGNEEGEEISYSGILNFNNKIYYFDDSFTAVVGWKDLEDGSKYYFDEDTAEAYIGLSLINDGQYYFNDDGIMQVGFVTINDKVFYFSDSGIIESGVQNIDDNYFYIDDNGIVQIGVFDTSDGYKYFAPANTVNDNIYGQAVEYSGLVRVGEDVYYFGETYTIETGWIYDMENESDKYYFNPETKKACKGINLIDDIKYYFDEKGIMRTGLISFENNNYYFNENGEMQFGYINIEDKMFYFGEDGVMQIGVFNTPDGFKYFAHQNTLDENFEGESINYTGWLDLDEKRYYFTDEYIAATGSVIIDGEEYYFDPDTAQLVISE
The depositor's hits bear a star; ? = inconclusive; . = no result given. Unless noted, no stated cut-off is given here; in the data, active means inhibition above about 30%; inconclusive means no clear call, values can overlap the other calls; inactive means below that.

SMILES	Yp Topo-I inh	PfHsp40 yeast	BoNT-A LC inh2	PrPC TRFRET	BoNT-F LC inh	Anthrax LF prot	CCHF vOTU inh	FadD28 binding	TcdB inh
Cc1ccc(SCc2[nH]nc3c2C2(C(=O)Nc4ccc([N+](=O)[O-])cc42)C(C#N)=C(N)O3)cc1 (stereo not given)	-13	0.3	-0.6	5	-2	-15	20	-3.6	.
CCc1ccc(NC(=O)CCc2nc3cccnc3n2Cc2ccc(OC)cc2)cc1	2	-0.1	-0.5	-2	4	4	-5	-4.0	.
Cc1ccc(Cn2c(=N)c(S(=O)(=O)c3ccc(Br)cc3)cc3c(=O)n4ccccc4nc32)cc1	3	-1.5	1.0	.	4	4	.	-3.6	.
CCCN(C(=O)Cc1nc(N)n[nH]1)C1(C(=O)Nc2ccccc2C)CCCCC1	6	0.0	0.1	8	-2	11	-4	-1.0	.
COc1ccc(S(=O)(=O)NCCc2cn3nc(C)c(C)nc3n2)cc1F	2	-0.2	5.6	-12	-11	0	-64	-1.5	0.2
COc1ccc(N2C=C3C(=O)C(C)(OC(=O)CCc4ccccc4)C(=O)C=C3C=C2c2ccc(C#N)cc2)cc1 (stereo not given)	5	0.1	2.3	-7	-12	-9	4	0.7	0.5
Cc1ccc(NC(=O)Nc2nc3ccc(S(C)(=O)=O)cc3s2)cc1	24	2.2	-99	-10	-156	-23	8	0.0	-1.3
Cc1ccc2[nH]c(=O)c(CN(Cc3ccccc3)C(=S)NCCCN(C)C)cc2c1	-1	-0.8	-0.1	-1	4	-2	-5	-7.5	-0.5
CCN(CCO)Cc1csc2cccc(Br)c12	-1	-0.7	-0.7	-9	-15	-1	0	-1.1	.
Cc1ccc(S(=O)(=O)N(CC(O)CN2C(=O)NC(C)(C)C2=O)c2cccc(C)c2)cc1 (stereo not given)	5	-0.3	-1.5	0	-5	0	-11	0.5	2.1
COc1cc(NC(=O)CSc2ccc3c(c2)OCCO3)cc(OC)c1OC	-3	-0.1	0.3	5	27	3	4	-1.4	.
O=C1CCC(=O)N1CC(=O)N(c1ccccc1)c1ccccc1	5	0.0	1.2	-5	-1	1	-6	-3.6	3.4
O=C(/C=C/N1CCOCC1)c1coc2ccccc12	4	-1.1	-0.2	3	-1	-2	15	1.5	.
O=c1[nH]c(CN2CCCC2)nc2sc3c(c12)CCC3	5	-0.9	-0.6	8	-3	1	-5	-1.4	1.2
Cc1ccc(C(=O)OCc2cc(=O)n3c(C)csc3n2)s1	-4	0.3	-0.5	10	7	-5	10	-3.8	2.0
c1ccc(-n2nnnc2-n2ccnc2)cc1	-2	-1.1	0.5	-4	5	0	-2	-0.9	.
Cc1cccc(NC(=O)CN2C(=O)NC(Cc3ccccc3)C2=O)c1 (stereo not given)	2	0.4	-0.1	3	2	-2	8	0.2	.
O=C(c1cccc2nc3ccccc3nc12)N1CCOCC1	0	-0.5	0.7	-33	2	3	0	0.5	1.0
Nc1ccc(-c2ccc(C(=O)O)s2)cn1	1	-1.2	1.0	5	4	-2	-196	-3.0	0.5
CCCCC(=O)Nc1ccc(C(=O)NCCCn2ccnc2)cc1	-2	-1.3	1.2	2	-4	0	0	0.5	.
O=C1CC(N(CCc2ccccc2)C(=S)Nc2ccccc2)C(=O)N1c1ccc(F)cc1 (stereo not given)	-3	0.1	-4.0	-3	5	13	-7	-2.5	0.5
COc1ccc(C(=O)Nc2ccccc2C(=O)NC(Cc2ccc(O)cc2)C(=O)NNC(=O)c2ccccc2Cl)cc1 (stereo not given)	16	-0.5	0.8	2	3	-1	-11	-5.2	.
COc1ccccc1/C=C/C(=O)NCC(=O)N/N=C/c1ccccc1	8	0.2	-2.5	-7	-7	-2	13	0.3	0.9
CC(C)C(NC(=O)c1ccco1)C(=O)OCC(=O)NCCc1ccccc1 (stereo not given)	5	0.4	-0.2	1	-3	-4	-9	-2.3	1.6
CCOC(=O)C1CCN(C(=O)c2ccccc2NC(C)=O)CC1	2	-1.1	-0.3	-1	1	-5	-4	-4.9	.
O=c1c(-c2ccc(Cl)cc2)[n+]([O-])c2ccccc2n1OCc1nc2ccccc2[nH]1	-1	1.1	-0.7	-25	-4	0	-5	-1.0	-0.2
COc1ccc(OC(=O)c2cnn(-c3ccccc3)c2C)cc1	18	0.2	-0.8	7	-1	-8	-7	0.7	.
O=C(CCl)N1CCN(S(=O)(=O)c2ccc3c(c2)OCCCO3)CC1	-3	-1.4	-0.6	0	-5	1	7	-0.2	0.6
CCC(C)(O)c1cnc(CC(C)C)c(=O)n1O (stereo not given)	1	.	-0.5	5	-6	-3	13	0.3	-10
Cc1c(CC(=O)NCCCC(=O)O)c(=O)oc2cc3oc4c(c3cc12)CCCC4	2	0.6	3.1	-3	12	17	-5	2.0	0.6
O=C(COC(=O)/C=C/c1ccc([N+](=O)[O-])cc1)NCC1CCCO1 (stereo not given)	1	0.6	0.5	-15	6	-1	8	-2.6	-0.6
C1CCN(CC2CCCCN2)CC1 (stereo not given)	2	0.7	-0.3	5	-12	1	1	-3.4	0.3
CC1(C)CCCC2(C)C(OCCO)=CC(=O)C=C12 (stereo not given)	5	.	-0.7	10	-5	-3	5	3.4	1.2
CCC(=O)Nc1cccc(NC(=O)c2cccnc2)c1	5	1.5	-0.2	3	1	-5	-9	1.2	.
CC(C)CCNC(=O)Cc1c(C(=O)O)[nH]c2ccc(Cl)cc12	-5	-0.7	0.0	11	-18	-2	16	-0.7	.
O=C(Nc1ccc(F)cc1)c1ccc(S(=O)(=O)N2CCOCC2)o1	6	.	0.0	4	?	18	-1	-3.9	-0.8
Cc1cccc(N/N=C/c2ccc(O)c(O)c2O)c1	-12	1.9	-0.2	4	-9	-4	8	-0.1	-6.7
COc1cc(C(=O)NCc2nnc(SCC(=O)Nc3ccc4c(c3)OCO4)o2)cc(OC)c1OC	-1	1.5	0.2	1	-1	-1	-6	-2.8	1.1
CSc1nc(C)nc2c1c(=O)n(C)c(=O)n2C	-4	-0.6	-0.5	2	-5	0	4	-2.5	-1.7
COc1ccc(CNC(=O)CN(Cc2ccc(Cl)cc2)C(=O)c2csnn2)cc1	12	1.0	-2.1	8	-5	-1	14	-2.7	1.0
CCN(CC)S(=O)(=O)c1ccc(OC)c(NS(=O)(=O)c2cccc(C(=O)O)c2)c1	-1	-0.2	-0.5	5	-5	1	13	-1.4	0.3
O=S(=O)(Nc1ccccc1)c1cccc2nonc12	-9	1.2	-2.0	-19	-7	-2	19	-2.8	2.7
COc1ccc(CNC(=O)CNC(=O)N2CC(=O)Nc3ccccc32)cc1	7	0.9	-1.0	-1	2	-2	10	0.4	0.7
O=C1OC(c2ccc(Cl)cc2)/C(=C(/O)c2ccccc2)C1=O (stereo not given)	6	0.1	0.5	0	6	-3	16	-2.0	.
CCOC(=O)c1cccnc1SCC(=O)N(C)c1ccccc1	22	5.7	1.4	-1	0	3	-10	-2.0	.

Complete entries as entered above. Order of values: Yp Topo-I inh | PfHsp40 yeast | BoNT-A LC inh2 | PrPC TRFRET | BoNT-F LC inh | Anthrax LF prot | CCHF vOTU inh | FadD28 binding | TcdB inh
COc1ccc(CNC(=O)CNC(=O)N2CC(=O)Nc3ccccc32)cc1 reads 7 | 0.9 | -1.0 | -1 | 2 | -2 | 10 | 0.4 | 0.7
CCN(CC)S(=O)(=O)c1ccc(OC)c(NS(=O)(=O)c2cccc(C(=O)O)c2)c1 reads -1 | -0.2 | -0.5 | 5 | -5 | 1 | 13 | -1.4 | 0.3
CCOC(=O)c1cccnc1SCC(=O)N(C)c1ccccc1 reads 22 | 5.7 | 1.4 | -1 | 0 | 3 | -10 | -2.0 | .

6 entries picked at random from those above, as already listed:
SMILES	Yp Topo-I inh	PfHsp40 yeast	BoNT-A LC inh2	PrPC TRFRET	BoNT-F LC inh	Anthrax LF prot	CCHF vOTU inh	FadD28 binding	TcdB inh
Cc1cccc(N/N=C/c2ccc(O)c(O)c2O)c1	-12	1.9	-0.2	4	-9	-4	8	-0.1	-6.7
CCN(CC)S(=O)(=O)c1ccc(OC)c(NS(=O)(=O)c2cccc(C(=O)O)c2)c1	-1	-0.2	-0.5	5	-5	1	13	-1.4	0.3
CSc1nc(C)nc2c1c(=O)n(C)c(=O)n2C	-4	-0.6	-0.5	2	-5	0	4	-2.5	-1.7
CCC(=O)Nc1cccc(NC(=O)c2cccnc2)c1	5	1.5	-0.2	3	1	-5	-9	1.2	.
CC1(C)CCCC2(C)C(OCCO)=CC(=O)C=C12 (stereo not given)	5	.	-0.7	10	-5	-3	5	3.4	1.2
O=C1OC(c2ccc(Cl)cc2)/C(=C(/O)c2ccccc2)C1=O (stereo not given)	6	0.1	0.5	0	6	-3	16	-2.0	.

Next part.
SMILES	Yp Topo-I inh	PfHsp40 yeast	BoNT-A LC inh2	PrPC TRFRET	BoNT-F LC inh	Anthrax LF prot	CCHF vOTU inh	FadD28 binding	TcdB inh
COc1cc(/C=C/C(=O)OCC(=O)NCC(=O)Nc2cccc(C)c2C)ccc1OC(F)F	-2	-0.3	-0.3	2	0	-7	-3	-3.0	0.7
CCc1nc2c(OCCOc3ccc(F)cc3)cccn2c1N(C)C(=O)c1ccc(OC)cc1	32	.	0.0	1	-2	-3	19	-2.4	1.2
CC(C)(C)N=C1NC(=NC(C)(C)C)c2ccccc21	1	0.1	-1.3	-8	-12	-5	5	-1.8	0.1
O=C(NCc1ccccc1Cl)C1CCC(CNc2c(N3CCCCC3)c(=O)c2=O)CC1 (stereo not given)	-4	0.9	-0.8	6	-6	-10	4	-0.2	0.4
CCNC(=O)c1ccc(C2SCC(=O)N2Cc2ccco2)cc1 (stereo not given)	-8	2.0	1.0	-1	-9	2	1	-0.4	.
CCOC(=O)Nc1nc(-c2ccc(Cl)cc2Cl)cs1	20	0.2	-0.1	11	7	-1	8	-2.5	0.0
CN(C)CCSc1nc(O)c(-c2ccccc2)c(=O)n1-c1ccccc1	10	-0.8	?	-4	?	-18	5	-1.5	0.3
CS(=O)(=O)N1CCN(CC2CC3C=CC2C3)CC1 (stereo not given)	6	-0.3	-0.2	3	-10	-5	0	-0.5	.
Cc1cc(Nc2c(C)cccc2C)n2nc(C)nc2n1	2	0.1	-0.9	5	-5	3	7	-0.5	-1.2
CCCn1c(SCC(=O)N2CCN(C(=O)c3ccco3)CC2)nc2ccccc2c1=O	9	74*	-1.0	-10	4	-12	6	-1.9	1.8
CCOc1ccc(CN(CC)C(=O)c2ccc3c(c2)[nH]c(=O)c(=O)n3CC)cc1OC	5	-0.3	0.6	6	-27	-5	-1	-2.1	-1.5
COc1ccc(N=C2S/C(=C\c3cc(C)n(C)c3C)C(=O)N2C)cc1	4	-0.8	-0.2	-12	-5	-3	13	-2.5	.
CC(C)c1ccc(C(C(=O)NC2CCCC2)N(C(=O)CNC(=O)c2ccco2)c2cccnc2)cc1 (stereo not given)	4	-1.2	-1.1	2	-25	-2	3	-0.3	.
CCOc1cc(CNc2nn[nH]n2)ccc1OCC(=O)NC(C)(C)C	5	-1.8	-0.3	0	1	-1	-3	0.5	0.8
Cc1csc(SCC(=O)NC(=O)C2CCCCC2)n1	6	1.6	-0.6	-2	-3	2	10	-2.3	1.9

Some values from the list:
`CC(C)c1ccc(C(C(=O)NC2CCCC2)N(C(=O)CNC(=O)c2ccco2)c2cccnc2)cc1` (stereo not given) in CCHF vOTU inh has 3
`Cc1csc(SCC(=O)NC(=O)C2CCCCC2)n1` in BoNT-F LC inh has -3

Next section:
SMILES	Yp Topo-I inh	PfHsp40 yeast	BoNT-A LC inh2	PrPC TRFRET	BoNT-F LC inh	Anthrax LF prot	CCHF vOTU inh	FadD28 binding	TcdB inh
O=C(CCCn1nnnc1CN1CCOCC1)N1CCC(c2ccccc2Cl)C1 (stereo not given)	6	0.1	-2.0	1	1	-2	27	-0.5	0.7
CCOC(=O)C1CCN(Cc2cccc(OC)c2)CC1	21	0.0	-0.7	-4	1	0	-16	-1.8	0.9
O=C(N/C(=C/c1ccc2c(c1)OCO2)C(=O)N1CCOCC1)c1cccs1	3	-0.4	-0.7	-1	-17	-2	-5	-4.5	.
CC(=O)/C(N=Nc1c(C)n(C)n(-c2ccccc2)c1=O)=C(\C)O	7	0.3	-1.8	-11	-4	9	8	-3.4	-2.0

Compound activity (PubChem BioAssay)
